High-throughput results: PubChem BioAssay, Sanford-Burnham Center for Chemical Genomics
SENP6 inh: blocks the human protease SENP6 | Q9GZR1 | Recombinant SENP6 catalytic domain, aminoluciferin luminescence | inhibition, % at 10 µM | hit rate 1.8% among 330,000 | AID 2599;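 active means inhibition above about 50% at the single tested dose, limit read from the data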;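 further: plate controls were DMSO wells with enzyme for no effect and DMSO wells lacking enzyme for full effect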
SENP7 inh: inhibitors of human SENP7 protease | Q9BQF6 | recombinant SENP7, Z-RLRGG-aminoluciferin luminescence, 40 min | inhibition, % at 5 µM | hit rate 1.5% among 330,000 | AID 434973;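 active means inhibition above about 50% at the single test dose, limit read from the data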;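 further: plate controls were DMSO with enzyme for no effect and no enzyme buffer wells for full effect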
SENP1 FRET inh: SENP1 (human) catalytic domain inhibition; AID 624204; recombinant SENP1 catalytic domain, CyPet-SUMO1-YPet FRET cleavage; Q9P0U3; inhibition, % at 10 µM; hit rate 0.21% among 360,000;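 active means inhibition at least 30% at 10 µM, raw YFP signal under a set limit, fluorescence ratio 0.5 to 1.5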;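 further: 0% = enzyme with DMSO and 100% = no enzyme wells; some results filed as inactive read as strong as hits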
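Test system: hSENP1 catalytic domain, recombinant; Amount: 20 pM final SENP1 enzyme; Medium: Tris pH 8 buffer plus EDTA, NaCl, BME, BSA, NP40, catalase; Schedule: 50 min enzyme reaction, room temperature, light-protected; Technique: FRET fluorescence in CFP and YFP emission channels; Controls: no-enzyme wells low, DMSO-plus-enzyme wells high control.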
NLRP3 yeast inh: blocks the NALP3 inflammasome reconstituted in yeast; Yeast reconstituted NLRP3/ASC/caspase-1, beta-gal luminescence, 24 h; inhibition, % at 10 µM; hit rate 0.39% among 330,000;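 active means inhibition of 50% or more; inactive means inhibition below 50%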;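 further: plate controls were induced DMSO wells for no effect and uninduced yeast grown without galactose for full effect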
SENP8 block-1: SENP8 protease inhibition; hit rate 1.2% among 330,000; purified SENP8, Z-RLRGG-aminoluciferin cleavage, luminescence; AID 2540; inhibition, % at 10 µM; Q96LD8; in the data active means inhibition above about 50%
Target sequence (Q96LD8 whole entry, looked up): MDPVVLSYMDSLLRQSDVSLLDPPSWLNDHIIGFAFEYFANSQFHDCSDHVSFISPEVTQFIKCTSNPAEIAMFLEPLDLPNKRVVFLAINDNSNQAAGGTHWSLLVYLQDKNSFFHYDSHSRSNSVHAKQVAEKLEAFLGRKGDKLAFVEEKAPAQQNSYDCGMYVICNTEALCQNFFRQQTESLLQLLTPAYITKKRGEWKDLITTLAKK
SENP8 block-2: SENP8 (human) protease inhibition; hit rate 0.64% among 360,000; Q96LD8; inhibition, % at 20 µM; AID 602440; recombinant SENP8, Nedd8 substrate fluorescence; in the data active means inhibition mostly above about 40%, no sharp cut-off; inactive means mostly below about 27%
Apaf1 inhib: human Apaf-1 inhibition; hit rate 0.71% among 330,000; O14727; inhibition, % at 20 µM; reconstituted apoptosome caspase-3 activity, DEVD-Rh110 fluorescence; active means inhibition of at least 40% at 20 µM;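 further: plate controls were DMSO wells for no effect and DEVD-CHO caspase inhibitor wells for full effect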
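System: Apoptosome proteins | Medium: Hepes pH 7.5 with detergent and BSA | Also added: Cytochrome c trigger plus (Z-DEVD)2-Rh110 caspase-3 substrate | Incubation: 30 min compound preincubation, 50 min activation, room temperature | Detection: Rhodamine 110 fluorescence at Ex 480/Em 540 nm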
PfG6PD inh: PfG6PD (Plasmodium falciparum) enzyme inhibition; hit rate 0.78% among 350,000; AID 504690; inhibition, % at 20 µM; PfGluPho enzyme, NADPH resazurin-diaphorase fluorescence;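 active means inhibition reaching at least a set limit at 20 µM in the primary screen, cut at about 59% in these data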;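 further: 0% = DMSO wells with substrate and 100% = DMSO wells lacking glucose-6-phosphate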
HKDC1 inh: HKDC1 (human) hexokinase inhibition. Q2TB90. recombinant HKDC1, G6PDH/diaphorase resazurin coupled fluorescence. inhibition, % at 20 µM. hit rate 0.16% among 340,000;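 active means inhibition above about 35% when tested at 20 µM, limit read from the data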;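 further: plate controls were DMSO wells with enzyme for no effect and DMSO wells lacking enzyme for full effect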
Target sequence (Q2TB90 whole entry, looked up): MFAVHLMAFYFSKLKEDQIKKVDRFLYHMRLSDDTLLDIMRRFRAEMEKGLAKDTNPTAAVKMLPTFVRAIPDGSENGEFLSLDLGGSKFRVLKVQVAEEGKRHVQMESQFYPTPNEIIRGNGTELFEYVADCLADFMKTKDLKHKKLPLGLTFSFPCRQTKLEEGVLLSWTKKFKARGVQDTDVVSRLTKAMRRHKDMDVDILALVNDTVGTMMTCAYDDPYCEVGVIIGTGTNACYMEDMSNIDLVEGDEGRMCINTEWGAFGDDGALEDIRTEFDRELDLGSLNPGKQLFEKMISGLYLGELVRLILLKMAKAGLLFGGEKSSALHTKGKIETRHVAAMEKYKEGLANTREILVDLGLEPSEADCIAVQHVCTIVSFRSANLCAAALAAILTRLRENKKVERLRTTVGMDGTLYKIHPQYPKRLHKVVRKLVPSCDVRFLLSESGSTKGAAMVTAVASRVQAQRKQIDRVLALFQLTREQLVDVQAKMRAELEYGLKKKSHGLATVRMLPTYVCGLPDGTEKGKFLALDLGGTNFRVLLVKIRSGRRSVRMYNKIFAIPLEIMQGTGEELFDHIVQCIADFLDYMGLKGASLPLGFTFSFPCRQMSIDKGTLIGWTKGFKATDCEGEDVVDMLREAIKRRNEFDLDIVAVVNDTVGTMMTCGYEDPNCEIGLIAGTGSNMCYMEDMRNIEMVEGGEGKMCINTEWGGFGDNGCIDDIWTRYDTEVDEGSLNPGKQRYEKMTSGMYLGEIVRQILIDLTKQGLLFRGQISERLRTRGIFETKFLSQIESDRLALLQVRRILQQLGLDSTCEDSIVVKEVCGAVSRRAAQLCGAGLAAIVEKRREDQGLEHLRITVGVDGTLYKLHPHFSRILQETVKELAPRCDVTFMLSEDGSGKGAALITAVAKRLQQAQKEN
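Incubation: 90 min at room temperature in dark / Material: recombinant HKDC1 (HK5) hexokinase enzyme, produced in-house / Quantity: enzyme 5 µg/mL final / Compound: one dose of 20 µM, 1% DMSO / Reagent: glucose and ATP substrates / Buffer or medium: Tris pH 8.0 buffer with MgCl2, Tween-20, BSA, BME / Technique: resorufin fluorescence at 613 nm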
Starred values were filed as active, the others as inactive; . = no result given.

Labels used below: A = SENP6 inh; B = SENP7 inh; C = SENP1 FRET inh; D = NLRP3 yeast inh; E = SENP8 block-1; F = SENP8 block-2; G = Apaf1 inhib; H = PfG6PD inh; I = HKDC1 inh
Cc1noc(C)c1/C=N/Nc1ccc2ccccc2n1
  A: -43; B: 52*; C: -1; D: 40; E: -8; F: -419; G: 3; H: 1; I: -4
CN(C)S(=O)(=O)N1CCC(CO)(CCc2ccccc2)CC1
  A: -15; B: -3; C: 0; D: 2; E: -8; F: -49; G: 1; H: -10; I: 9
CN(C)S(=O)(=O)c1cccc(NC(=O)CN2C(=O)NC(Cc3ccccc3)C2=O)c1 (stereo not given)
  A: -7; B: 5; C: 1; D: -9; E: 12; F: 10; G: -6; H: 0; I: -4
COc1cc(C(=O)NNC(=O)CCOc2ccccc2)cc(OC)c1OC
  A: 1; B: 9; C: 2; D: 19; E: -2; F: 9; G: 0; H: -13; I: 1
O=C(/C=C/c1ccc(F)cc1)N1CCN(S(=O)(=O)/C=C/c2ccccc2)CC1
  A: -3; B: 2; C: 2; D: 25; E: -1; F: -3; G: 6; H: -9; I: 7
O=c1/c(=C/c2cccc3ccccc23)sc2ncnn12
  A: -16; B: -12; C: 1; D: 3; E: -10; F: -1; G: 0; H: -10; I: 4
OC(CNCC1(N2CCCCC2)CCCCC1)COc1ccc(Cl)cc1Cl (stereo not given)
  A: 0; B: 2; C: 0; D: 16; E: 0; F: 18; G: 1; H: -4; I: -2
CCN1CCN(c2cc(C)c3cc(NC(=O)Cc4ccc(OC)c(OC)c4)ccc3n2)CC1
  A: -25; B: -10; C: -6; D: 18; E: -14; F: -421; G: 13; H: -2; I: 6
OC(COc1ccc(OCC(O)CN2CCCCC2)cc1)CN1CCCCC1 (stereo not given)
  A: -7; B: -7; C: -6; D: 13; E: -13; F: 10; G: 9; H: -16; I: -7
CCOC(=O)C1(CCOc2ccccc2)CCN(Cc2cc(OC)c(O)cc2Cl)CC1
  A: -5; B: 6; C: -3; D: -45; E: -9; F: 20; G: 5; H: 34; I: 4
Clc1ccccc1Cc1noc(CN2CCN(Cc3ccccn3)CC2)n1
  A: -16; B: -5; C: -24; D: 8; E: 4; F: 2; G: -5; H: 10; I: -5
Nc1ncc2c(n1)-c1ccccc1CC2
  A: 17; B: -9; C: -14; D: 18; E: 1; F: -375; G: -8; H: 3; I: -3
Cc1nc2nc(-c3ccccc3)cc(=O)n2[nH]1
  A: 3; B: 55*; C: 1; D: -6; E: 36; F: 3; G: 14; H: 3; I: -3
CC(NC(=O)c1ccc(S(=O)(=O)Nc2ccccc2Cl)cc1)c1ccncc1 (stereo not given)
  A: -7; B: -7; C: 1; D: 18; E: -16; F: 2; G: 4; H: -9; I: -4
Cc1nn(C)cc1CNC(=O)C1C2CCC(O2)C1C(=O)O (stereo not given)
  A: 1; B: -6; C: .; D: 9; E: -5; F: .; G: -3; H: .; I: .
O=S1(=O)CCC(NC(=S)Nc2ccc(Cl)cc2)C1 (stereo not given)
  A: 0; B: 3; C: 1; D: 8; E: 0; F: 16; G: 4; H: -9; I: -14
CCN1C(=NCC(C)C)N[C@@H](c2cccc(F)c2)C(C(=O)OC)=C1C
  A: -10; B: -13; C: -2; D: -1; E: -2; F: 17; G: 0; H: -8; I: -3
O=C(CSc1n[nH]c(-c2ccccc2)n1)NC(=O)NCc1ccco1
  A: .; B: .; C: -2; D: .; E: .; F: 12; G: .; H: 11; I: 1
CCOc1cc(C2C(C(=O)O)c3cc(OCC)c(OCC)cc3C(=O)N2C)ccc1O (stereo not given)
  A: -2; B: 3; C: 0; D: 4; E: 11; F: 23; G: -2; H: 1; I: -4
CCCCc1nnc(NC(=O)C2CC(=O)N(c3ccc4c(c3)OCCO4)C2)s1 (stereo not given)
  A: -23; B: -1; C: 0; D: -3; E: -11; F: -2; G: 15; H: -8; I: -6
O=C(NNC(=O)c1ccco1)c1cccc(Br)c1
  A: -9; B: 7; C: 0; D: 3; E: 3; F: 8; G: -8; H: 5; I: -1
CC(C)(O)C#Cc1ccc(CN2CCN(Cc3ccccc3)C(CCO)C2)cc1 (stereo not given)
  A: -3; B: -3; C: 1; D: 13; E: 3; F: 21; G: -5; H: -18; I: 3
COC(=O)c1ccccc1C(=O)c1cccc2ccccc12
  A: 12; B: 2; C: 1; D: 33; E: 6; F: 21; G: 3; H: 23; I: -5
CNc1nc2c(c(=O)n(C)c(=O)n2C)n1Cc1ccccc1
  A: -4; B: 11; C: 3; D: 12; E: 5; F: 15; G: 6; H: -20; I: 0
C[C@]12CC[C@H](OC(=O)CCC(=O)O)CC1=CCC1C2CC[C@@]2(C)C1CC[C@@H]2N (stereo not given in full)
  A: -17; B: -5; C: 1; D: 8; E: 17; F: 26; G: -6; H: -5; I: -3

The list continues.
Labels used below: A = SENP6 inh; B = SENP7 inh; C = SENP1 FRET inh; D = NLRP3 yeast inh; E = SENP8 block-1; F = SENP8 block-2; G = Apaf1 inhib; H = PfG6PD inh; I = HKDC1 inh
CN(c1cccc(NC(=O)CSc2ccc(Cl)cc2)c1)S(C)(=O)=O
  A: -7; B: -5; C: 0; D: 12; E: 3; F: 17; G: -8; H: 14; I: 16
COc1ccc(NC(=O)c2c([N+](=O)[O-])c(C(C)(C)C)nn2C)cc1
  A: 1; B: 7; C: 3; D: 17; E: 4; F: 30; G: 4; H: 4; I: 4
Cc1ccc(S(=O)(=O)N/N=C/C(C)(C)CO)cc1
  A: -10; B: 4; C: 3; D: 19; E: 3; F: 19; G: -1; H: 5; I: -1
O=C(N[C@@H](Cc1ccccc1)C(=O)OCc1ccccc1)c1ccco1
  A: -13; B: 6; C: 2; D: 17; E: -12; F: 6; G: 22; H: 16; I: -2
Cc1ccc(S(=O)(=O)N(Cc2cc3cccc(C)c3[nH]c2=O)c2ccccc2)cc1
  A: -4; B: 10; C: 0; D: 12; E: 1; F: -122; G: 19; H: 7; I: -3
Cc1cc(/C=C(\C#N)c2nnc(N3CCOCC3)n2-c2ccccc2)c(C)n1-c1ccccc1
  A: 3; B: -4; C: .; D: 5; E: -10; F: .; G: 13; H: .; I: .
COc1cc(OC)cc(C(=O)N2CCN(Cc3ccc4c(c3)OCO4)CC2)c1
  A: 9; B: -1; C: -1; D: 8; E: 2; F: 9; G: 3; H: 9; I: -3
Cc1ccc(CN2CC(C(=O)N3CC(C)CC(C)C3)CC2=O)cc1 (stereo not given)
  A: -11; B: -5; C: 0; D: 1; E: -3; F: 2; G: 20; H: 3; I: -6
Cc1cs/c(=N\N=C\c2ccc(O)cc2)n1Cc1ccco1
  A: -14; B: 0; C: -13; D: 21; E: -17; F: -23; G: -2; H: 3; I: 3
O=C(Nc1ccc(C2CCCCC2)cc1)C1CCCN(c2ncccn2)C1 (stereo not given)
  A: 8; B: 1; C: 1; D: 6; E: 3; F: -47; G: 0; H: -8; I: 9
CC(=O)Nc1ccc(S(=O)(=O)NCCCN2CCOCC2)cc1
  A: 3; B: 9; C: -1; D: 19; E: 1; F: 7; G: 1; H: 6; I: -5
CC1(C)NC(=O)N(CC(=O)OCC(=O)Nc2sccc2C#N)C1=O
  A: 8; B: 7; C: -3; D: -4; E: -5; F: -5; G: 3; H: 1; I: 0
CC(=O)Nc1ccc(C(=O)N2CC(=O)NC(=O)C2)cc1
  A: 12; B: 4; C: 3; D: 10; E: 6; F: 8; G: -14; H: -7; I: -7
Cc1ccc(S(=O)c2ccc(NC(=O)C3CC3)cc2C#N)cc1 (stereo not given)
  A: -5; B: 1; C: 3; D: -6; E: 6; F: 5; G: 6; H: 1; I: -8
Cc1ccc(S(=O)(=O)N2CCN(c3cc4c(cc3[N+](=O)[O-])n(C)c(=O)n4C)CC2)cc1
  A: -33; B: 16; C: 1; D: 17; E: -1; F: 12; G: -2; H: 1; I: -2
O=C(Cn1c(=O)oc2ccccc21)Nc1ccc(F)cc1
  A: 17; B: 4; C: 2; D: 9; E: 7; F: 6; G: -6; H: -1; I: -6
CCCCn1c(N)c(N(CCOC)C(=O)COC(=O)c2cc(CCC)c(C)s2)c(=O)[nH]c1=O
  A: -11; B: 12; C: -1; D: 20; E: -8; F: -2; G: 6; H: 13; I: -5
COc1cc(OC)nc(NC(=O)CS(=O)(=O)c2ccccc2)n1
  A: 7; B: -3; C: 4; D: -10; E: 7; F: 20; G: 1; H: 30; I: -12
Cc1c(NC(=O)C(C)OC(=O)COc2ccc(C#N)cc2)c(=O)n(-c2ccccc2)n1C (stereo not given)
  A: -25; B: 4; C: 1; D: 0; E: 1; F: 10; G: -7; H: -3; I: -6
C/C(=N\NC(=S)Nc1ccccc1C)C1Cc2ccccc2C(=O)O1 (stereo not given)
  A: -1; B: 6; C: 2; D: 20; E: 0; F: 15; G: -8; H: -3; I: -4
O=C(O)C1CCN(C(=O)NC2CCCCC2)CC1
  A: -6; B: 7; C: 1; D: -2; E: 8; F: 22; G: -4; H: 3; I: 4
NS(=O)(=O)c1ccc(CCNC(=O)c2ccc3c(c2)N(Cc2ccccc2)CCS3)cc1
  A: 7; B: 3; C: 0; D: 14; E: -5; F: -282; G: 21; H: -4; I: -1
O=C(Nc1nncs1)c1ccccc1Br
  A: 3; B: -3; C: 0; D: 4; E: 3; F: 7; G: 7; H: -19; I: 5
Clc1ccc(CN2CCN(c3ccccc3)CC2)cn1
  A: -21; B: -4; C: 3; D: 1; E: -7; F: 5; G: -2; H: 6; I: -7
[O-][n+]1onc2c1CCc1nnccc1-2
  A: -5; B: 1; C: 4; D: 5; E: -1; F: 11; G: -7; H: 1; I: 1

(list continues)
Labels used below: A = SENP6 inh; B = SENP7 inh; C = SENP1 FRET inh; D = NLRP3 yeast inh; E = SENP8 block-1; F = SENP8 block-2; G = Apaf1 inhib; H = PfG6PD inh; I = HKDC1 inh
C[C@H](CO)N1C[C@H](C)[C@H](CN(C)S(=O)(=O)c2ccccc2)Oc2c(NS(C)(=O)=O)cccc2C1=O
  A: 4; B: -4; C: 2; D: 5; E: 4; F: -16; G: 4; H: -6; I: -3
COc1cc(C(=O)Nc2ccc(C(=O)c3cccs3)cc2)cc(OC)c1OC
  A: 4; B: -2; C: -5; D: 18; E: 4; F: 30; G: 4; H: 29; I: 1
COC(=O)CNC(=O)c1ccc2c(c1)S(=O)(=O)c1ccccc1C2=O
  A: -1; B: 1; C: -1; D: 12; E: 2; F: 23; G: -13; H: 3; I: -7
CCOc1ccc(C(C(=O)NC2CCCCC2)N(C(=O)c2csnn2)C2CC2)cc1 (stereo not given)
  A: -26; B: -14; C: 1; D: 9; E: -8; F: 14; G: 14; H: -4; I: -4
O=C(COC(=O)C1CC2C=CC1C2)NCCc1ccccc1 (stereo not given)
  A: -17; B: 1; C: -2; D: -2; E: -10; F: 28; G: -3; H: -10; I: -6
Cc1ccsc1C(=O)NNC(=O)c1ccncc1
  A: 5; B: -7; C: 1; D: 14; E: 7; F: 29; G: -6; H: -4; I: -5
C#CC[N+](C)(C)CC#Cc1ccc(C)cc1
  A: -1; B: 1; C: 0; D: 7; E: 0; F: 15; G: 1; H: -3; I: -12
